# Screens (PubChem BioAssay)
# Pf Dd2 inh: qHTS Primary assay for Inhibitors of Plasmodium falciparum Dd2 growth in vitro; AID 1347417, 2020; Potency, µM (titrated, usually from 28.9 µM), for the others: at the top dose activity, negative = inhibition, actives largely listed as inhibitors; actives 4.3% (n = 120,000); P. falciparum Dd2 growth, SYBR Green, 72 h; active means well fitted inhibition curve with a large enough effect; inconclusive means small, poorly fitted or top-dose-only effect; inactive means no such curve, though single readings can be large or run the other way;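 further: plate controls were DMSO vehicle for no effect and reference drug for full effect; nearly all actives have a fitted effect of over 65% in size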
#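 Infected erythrocytes (Dd2, 0.3% parasitemia, 2.5% hematocrit final) are added to compound in RPMI-1640/Albumax II medium, grown 72 h at 37C in low oxygen, then lysed with saponin/Triton-X containing SYBR Green and read by fluorescence.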
# The depositor's hits bear a star; i = inactive; ? = inconclusive; [ ] = another dose, or the depositor's remark. Potency means the concentration at half of the fitted maximal effect. Only part of the results is shown, so the mix of outcomes need not match the whole.
Molecule,Pf Dd2 inh
c1cncc(C2=NOC3(CCCN(Cc4cccc5ccccc45)C3)C2)c1 (configuration not stated),?
O=C(CCCn1c(=O)[nH]c2ccsc2c1=O)N1CCN(c2ccc(Cl)cc2)CC1,i
COCCOc1ccc2c(n1)CCN(C(=O)NCCC(C)C)C2,-2.1%
CS(=O)(=O)c1ccc(CN2C[C@@H]3OCC(=O)N(CC(N)=O)[C@@H]3C2)cc1,21.1%[44.1 µM]
C=CCNC(=O)CCc1c(C)nn(-c2ccccc2)c1Oc1ccccc1F,-16.9%
Cc1ccc(Cc2c(C)nc3nc(SCC(=O)NC4CCC(C)CC4)nn3c2C)cc1 (configuration not stated),10.4%
CN(C)CCN(Cc1ccco1)C(=O)c1oc2ccccc2c1NC(=O)c1ccccc1,11.2µM*
CCOc1ccccc1-c1noc(CSc2nnc(-c3ccccc3)n2-c2ccc(F)cc2)n1,?
O=C(C1CCCN(C2CCN(c3nnnn3-c3ccccc3)CC2)C1)N1CCCC1 (configuration not stated),-21.6%
Oc1cc(-c2csc3ccccc23)cc2c1OCCNC2,i
CN(Cc1cccc2cnccc12)C(=O)C(c1ccccc1F)N(C)C (configuration not stated),?
COc1cc(CNC(=O)c2ccc3c(c2)NC(C)(CNc2ccccc2)CO3)cc(OC)c1 (configuration not stated),i
Cc1nnc([C@@H]2CC(F)(F)CN2C(=O)Cc2c[nH]c3ccccc23)o1,9.5%
COc1cc(NC(=O)COc2ccc(-c3nnc4n3CCCC4)cc2)cc(OC)c1OC,?
CCOCCCNC(=O)c1cnc2sc(N3CCCCCC3)nn2c1=O,10.9%
c1cc(-c2nnc([C@H]3CCN(CC4CCCCC4)C3)o2)ccn1,i
Cc1c(C(=O)N(Cc2ccccc2F)C2CCS(=O)(=O)C2)oc2ccc(F)cc12 (configuration not stated),-13.3%
Cc1nc2scc(CC(=O)NC3CC3)n2c(=O)c1-c1cc(C)n(-c2ccccc2F)n1,i
COc1ccccc1CN1CC[C@@](C)(O)[C@H](N2CCCC2)C1,?
CCOC(=O)C1(Cc2ccccc2)CCCN(C(=O)C#Cc2ccccc2)C1 (configuration not stated),-0.8%
CCn1ccc(C(=O)N2CCCC(c3noc(COc4ccccc4F)n3)C2)n1 (configuration not stated),-24.9%
COCC(=O)NCCC1CCN(C(=O)Nc2ccc(C)cc2)CC1,-2.9%
Cc1ccc(C2(C(=O)N3CCCC4(CC3)CN(C)C(=O)O4)CC2)cc1 (configuration not stated),-8.1%
Cc1oc2ccn(Cc3ccc(F)cc3)c(=O)c2c1C(=O)O,i
O=C(c1cccnc1)N1CCCC(c2noc(COc3ccccc3F)n2)C1 (configuration not stated),12.1%
O=C(Nc1ccccc1)Nc1ccc([C@H]2OCC(=O)N(Cc3ccncc3)[C@@H]2CO)cc1,-23.2%[44.1 µM]
Cc1ccc(C(=O)NCc2nnc3ccc(-c4ccc(C)c(C)c4)nn23)s1,-10.1%
CCCc1noc(-c2ccn3c(CNC(=O)c4ccccc4F)nnc3c2)n1,i
N#Cc1ccc(N2C[C@@H]3OCC(=O)N(Cc4ccccn4)[C@@H]3C2)nc1,i
CN1C(=O)C2(SCC(=O)N2c2ccc(F)cc2)c2ccccc21 (configuration not stated),26.9%

# Some of the entries above, set out differently:
Oc1cc(-c2csc3ccccc23)cc2c1OCCNC2
- Pf Dd2 inh = i
CN(Cc1cccc2cnccc12)C(=O)C(c1ccccc1F)N(C)C (configuration not stated)
- Pf Dd2 inh = ?
COc1cc(CNC(=O)c2ccc3c(c2)NC(C)(CNc2ccccc2)CO3)cc(OC)c1 (configuration not stated)
- Pf Dd2 inh = i
Cc1nnc([C@@H]2CC(F)(F)CN2C(=O)Cc2c[nH]c3ccccc23)o1
- Pf Dd2 inh = 9.5%

# Next section
Molecule,Pf Dd2 inh
O=C1CC2CCN(CC3CCCCC3)CC2CCN1 (configuration not stated),3.3%[44.1 µM]
Fc1ccc(NC(=S)N[C@H]2CO[C@H]3[C@@H]2OC[C@@H]3n2nnnc2Oc2ccc(-n3cncn3)cc2)cc1,?
O=C(O)COc1ccc(-c2nccc3c2C(=O)N(Cc2c[nH]c4ccccc24)CC(COc2ccccc2)O3)cc1 (configuration not stated),i
CCc1ccccc1S(=O)(=O)N1CCC(n2cnnc2C2CC2)CC1,i
O=C(NCc1ccccc1)c1ccccc1OC1CN(Cc2ccncc2)C1,?
CC(=O)c1ccc(NC2=NS(=O)(=O)c3ccccc32)cc1,7.3%
CCc1ccccc1NC(=O)C(=O)NCCc1sc(-c2cccc(C)c2)nc1C,-23.9%
CCOc1ccc(-n2c(=O)c3c4c(sc3n(Cc3cccc(Cl)c3)c2=O)CCCC4)cc1,111.2%[activator]
Cc1ccc2c(C)c(C(=O)N3CC(OCc4ccccc4F)C3)oc2c1,-7.5%
CN(C)C[C@@H]1CN(C)C[C@H]1NC(=O)Cc1cccc(F)c1,-6.7%
COc1ccc(-n2nc3c(N4CCC(C(=O)NCCc5ccccc5)CC4)nnc(C)c3c2C)cc1,?
CSc1cccc(NC(=O)N2C[C@H](c3nc(-c4ccccc4)no3)[C@@H](C)C2)c1,i
Cc1ccc(NC(=O)c2cn(-c3ccccc3)nc2-c2ccccc2)cc1,-27.9%
COc1ccc(C2=NN(CC(=O)NCCc3ccccc3)C(=O)CC2)cc1,-6.4%
Cc1cnc2c(Cl)c(C(=O)N[C@@H]3COCC[C@@H]3OCC3CC3)nn2c1,-10.8%
c1ccc(CCc2nc3nccc(-c4cccnc4)n3n2)cc1,-15.6%
CCc1ccc2oc(-c3ccc(NC(=O)c4ccc(OC)c(Br)c4)cc3)nc2c1,21.9%
COc1ccc(C)cc1NC(=O)c1ccc(=O)n(Cc2ccccc2)c1,-11.3%
c1ccc2c(c1)COC1(CCN(CC3CC3)C1)CN2CC1CC1 (configuration not stated),-17.2%
COc1ccc(C(=O)Oc2ccc(C(c3c(C)[nH][nH]c3=O)c3c(C)[nH][nH]c3=O)cc2OC)cc1,-15.1%
Cc1ccc(F)cc1S(=O)(=O)N(C)CC1CCOCC1,13.6%
O=C(CC1CCCCN(Cc2ccccc2)C1=O)NC1CC1 (configuration not stated),-12.0%
O=C1Nc2ccccc2CC12CCN(Cc1cccc3ccccc13)CC2,-13.1%
CCCn1cc(CN2CCC(CO)(Cc3ccccc3Cl)CC2)c(C)n1,i
C=CCN(Cc1ccccc1OCC)C(=O)c1ccc(N(C)S(C)(=O)=O)cc1,?
CCOc1ccc(C(CC(=O)O)N2Cc3ccccc3C2=O)cc1OC (configuration not stated),5.9%
COc1cccc(C(=O)N2CCC(C(NC(=O)CC(C)C)C(=O)NCC(C)C)CC2)c1 (configuration not stated),i
COc1cc(=O)n2c(c1C(=O)Nc1ccc(C)c(Cl)c1)CCCC2,45.9%[activator]
CCC(c1cccs1)N1C(=O)[C@H]2CN(S(=O)(=O)c3ccccc3Cl)C[C@H]2C1=O (some centres not stated),?
Cc1cnc(C2CC2)n1C1CCN(S(C)(=O)=O)CC1,8.5%
Cc1ccc(-c2cn3ccc(C)cc3n2)cc1,?
COCc1nc(C2CCCN(C(=O)COc3ccc(F)cc3)C2)no1 (configuration not stated),?
CC(C)c1ccc(OCc2nnc(C(=O)N3CCC[C@@H]3C)n2-c2cccnc2)cc1,i
CN(C)c1cccc(Oc2nnnn2[C@H]2CO[C@H]3[C@@H]2OC[C@@H]3NC(=O)NCc2ccccc2)c1,0.4%
CCc1ccc(CNC(=O)c2ccc3c(c2)N(CC)C2CCCCCN2C3=O)cc1 (configuration not stated),?
Cc1cccc(N(C)c2nc3ccc(C(=O)c4ccccc4)cc3n3c(C)nnc23)c1,-26.5%
Fc1ccccc1-c1noc(-c2ncn3c2COC(c2ccccc2Cl)C3)n1 (configuration not stated),?
COCCOc1cccc(Cn2cnc(-c3ccccc3)c2-c2cnc[nH]2)c1,-11.9%
CCN(CC)c1ccc(NC(=O)CN2C(=O)c3cccnc3Sc3ccccc32)c(C)c1,-12.1%
COc1ccc(-c2nc(C)nc3c2CN(C(=O)c2ccc(Cl)nc2)CC3)cc1,i
CC(=O)NC[C@H]1CCN(C(=O)c2cncc(Br)c2)C[C@H]1N(C)C,17.9%
Cc1ccsc1C(=O)N1CCc2c(nc3cc[nH]n3c2=O)C1,31.4%[activator]
COC(=O)c1ccc(NC(=O)n2ncc3c(C)cccc32)cc1,i
COc1ccc(Cl)cc1-c1ccc2c(c1)C(=O)N1CCN(C(=O)C3CCCC3)C[C@H]1C(=O)N2,?
CC(NC(=O)CCC(=O)c1ccc(F)cc1)C(=O)N1CCN(c2ccccn2)CC1 (configuration not stated),i
COc1ccc(C(=O)NC2CCN(c3cc(-c4ccc(F)cc4)[nH]n3)CC2)cc1,i
Cc1cccc(C(=O)N2CCCCC2c2n[nH]c(C)n2)c1 (configuration not stated),1.9%
CCCNC(=O)N1CCC(O)(c2csc(CN3CCN(C)CC3)n2)CC1,i
Cc1noc([C@@H]2CN(CC3CC3)C[C@H]2CO)n1,23.3%
CCc1nc(-c2c3n(c(=O)n(CC(=O)Nc4ccccc4Cl)c2=O)CCCC3)no1,-14.6%
COc1ccc(C2C=C(c3ccccc3)Nc3nc(NC(=O)/C=C/c4ccccc4OC)nn32)cc1 (configuration not stated),10µM*
Cc1cc(=O)n(Cc2ccc(Br)cc2F)c2c1c(C)nn2-c1ccccc1,1.1%
O=C(CSc1cn(CC(=O)N2CCOCC2)c2ccccc12)Nc1ccccc1,16.3%
Cc1ccc(C(=O)N2CCCC(c3nc(C(C)C)no3)CCNC(=O)CC2)s1 (configuration not stated),-15.9%
CCOc1ccccc1C(=O)NCc1nnc2cc(-c3nc(CC)no3)ccn12,i
O=c1c2sc3ccccc3c2n(Cc2cccc(F)c2)c(=O)n1CCc1ccccc1,-27.6%
O=C1NC(=NC2CCCCC2)C2(CCN(Cc3cccnc3)C2)N1c1cc(F)cc(F)c1 (configuration not stated),?
CCCNC(=O)N1CCC(=O)N(CC)C2(CCOCC2)C1,24.2%
O=C(CCC1CCCN(S(=O)(=O)c2ccccc2F)C1)NCCc1ccccc1 (configuration not stated),i
COc1ccc(-c2nc(-c3nnn4c3COC(c3ccc(C)cc3)C4)no2)cc1F (configuration not stated),48.5%

# The listing continues.
Molecule,Pf Dd2 inh
COc1ccc(-c2nc(Cn3c(SCc4ccc(F)cc4)nc4cccnc43)c(C)o2)cc1,-22.0%
COc1cccc(C(=O)N2CCC(Oc3ccccc3-c3nc(C4CCOCC4)no3)C2)c1 (configuration not stated),-9.0%
Cc1ccc(NC(=O)Cn2c(N3CCCCC3)nc(C)c(C)c2=O)cc1Cl,-4.5%
O=C(Nc1ccc2nc(SCCOc3ccccc3Cl)sc2c1)c1cccs1,2.82µM*
CC#CCn1cc2c3c(cccc31)[C@H](CC(C)C)N[C@H](C(=O)N1CCC(O)CC1)C2,?
COc1cccc(CCC(=O)N2CCC(OCC3CC3)C2)c1 (configuration not stated),?
COc1ccc(N2CC(c3noc(-c4cc(Cl)ccc4OC)n3)CC2=O)cc1 (configuration not stated),-24.1%
Fc1ccc(CN2CCC(N3CC(OCC4CC4)C34CCOCC4)CC2)c(F)c1 (configuration not stated),?
CC(=O)N1C[C@@H]2CCCN3CCC[C@@H]([C@H]23)[C@H]1CCCC(=O)NC(C)C,i
CCN1CCN(c2nccc(Cl)n2)C(=O)C1,2.3%[44.1 µM]
COc1ccccc1-c1ncc2c(n1)OCCN(c1cccc(C(F)(F)F)c1)C2=O,i
CCn1ccnc1CN(C)c1ccc(-c2nc(C3CC3)no2)cn1,-6.6%
CCc1nnc(NC(=O)CSc2nc3c([nH]c4ccccc43)c(=O)n2-c2ccc(Cl)cc2)s1,?
O=C1CCC2(CCN(C(=O)c3ccoc3)CC2)CN1CC1CCCO1 (configuration not stated),-6.2%
CCc1ccc(-c2nn(CC(=O)NC3CCCC3)c3c2cnc2ccc(F)cc23)cc1,23.4%
CCCNC(=O)N(C1CCOCC1)C1CCN(C(=O)c2ccc3ncccc3c2)CC1,164.4%[activator]
COc1ccc(-n2c(SCC(=O)NCc3ccc(Cl)cc3)nc3ccsc3c2=O)cc1,?
COc1ccc(N2C(=O)CSC23C(=O)N(C)c2ccccc23)cc1Cl (configuration not stated),19.0%
CN1C(=O)C(c2ccccc2)CC12CCN(C(=O)C1CCC1)CC2 (configuration not stated),1.6%
C[S+](=O)([O-])N1Cc2ccccc2CC2(CCCCN2Cc2ccccn2)C1 (configuration not stated),-10.8%
c1cncc(Nc2cc3c(cn2)CN(CC2CCOCC2)CCN3)c1,-13.2%[44.1 µM]
O=C(Nc1nccs1)[C@@H]1O[C@H](CCN2CCCCC2)CC[C@@H]1O,?
O=C(Nc1ccc([C@H]2OCC(=O)N(CC3CCCCC3)[C@@H]2CO)cc1)c1ccccn1,11.2µM*
COc1ccc(Nc2ncc3c(n2)CCN(Cc2sccc2C)C3)c(OC)c1,50.2%[activator]
Cn1ccnc1CN1C[C@@H]2C[C@H]1C(=O)N(Cc1cccnc1)c1ccccc1O2,?
Cc1cc2c(cc1S(=O)(=O)Nc1cccc(C(F)(F)F)c1)OCCN2C,-29.7%
COc1ccc(C(=O)N[C@@H]2CCC[C@@H]2C(=O)NCc2cccc(OC)c2OC)cc1,-28.2%
